PAFAH1B3 inh: PAFAH1B3 (human) inhibition; recombinant PAFAH1B3, FP-rhodamine probe, fluorescence polarization; Q15102; inhibition, % at 3.39 µM; 340,000 compounds, 0.28% hits; AID 492972;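 active = inhibition above the screen-wide average of all tested compounds plus 3 SD, cut at about 25% in these data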;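 also: 0% = enzyme with DMSO only and 100% = wells lacking PAFAH1B3 protein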
Target sequence (Q15102 whole entry, looked up): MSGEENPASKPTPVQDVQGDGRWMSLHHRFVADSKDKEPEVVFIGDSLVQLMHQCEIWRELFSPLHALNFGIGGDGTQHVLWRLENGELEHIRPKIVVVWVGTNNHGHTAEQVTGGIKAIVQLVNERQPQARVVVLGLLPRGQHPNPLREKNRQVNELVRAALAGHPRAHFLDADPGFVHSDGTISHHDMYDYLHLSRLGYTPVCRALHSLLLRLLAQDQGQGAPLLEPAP
PAFAH1B2 FP inh: blocks human PAF acetylhydrolase 1b catalytic subunit 2; recombinant PAFAH1B2, FP-rhodamine activity probe, fluorescence polarization; AID 492953; 340,000 compounds, 1.2% hits; inhibition, % at 3.39 µM;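 active = inhibition above the mean of all tested compounds plus 3 SD, cut at about 24% in these data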;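 also: 0% = enzyme with DMSO and 100% = wells lacking PAFAH1B2; many of its hits are not listed in these tables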
LYPLA1 counter: blocks human lysophospholipase 1, a PME1 counter-screen | recombinant LYPLA1, FP-Rh probe fluorescence polarization | inhibition, % at 5.9 µM | 320,000 compounds, 0.16% hits | AID 2174;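 active = inhibition above the mean of all tested compounds plus 3 SD, set per campaign, cut at about 14% in these data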;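 also: inhibitors block serine hydrolase probe labeling of LYPLA1 so polarization falls; 0% = enzyme with DMSO and 100% = wells lacking LYPLA1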
PREPL inh: human PREPL enzyme inhibition; inhibition, % at 5.96 µM; recombinant PREPL, fluorescence polarization activity-based probe; AID 2751; 320,000 compounds, 0.68% hits; in the data active = inhibition above about 43%;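 also: 0% = enzyme with DMSO and 100% = wells lacking enzyme; many of its hits are not listed in these tables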
GSTO1 counter: GSTO1 inhibition, counter-screen for RBBP9 inhibitors | P78417 | recombinant GSTO1, activity-based probe fluorescence polarization | inhibition, % at 5.96 µM | 300,000 compounds, 1.1% hits;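 active = inhibition above the campaign mean inhibition plus 3 SD, cut at about 35% in these data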;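 also: 0% = GSTO1-1 with DMSO and 100% = wells lacking GSTO1-1 enzyme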
pPAFAH inh: pPAFAH (human) enzyme inhibition; Q13093; recombinant pPAFAH, FP-rhodamine probe fluorescence polarization; inhibition, % at 3.39 µM; 330,000 compounds, 1.5% hits; AID 463082;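 active = inhibition above the mean inhibition across the screen plus 3 SD, cut at about 25% in these data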;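 also: inhibitors block binding of the rhodamine activity-based probe so polarization drops; 0% = enzyme with DMSO and 100% = wells lacking pPAFAH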
LYPLA2 inh: blocks human lysophospholipase 2, a PME1 counter-screen; recombinant LYPLA2, FP-Rh probe fluorescence polarization; O95372; inhibition, % at 5.9 µM; 320,000 compounds, 0.38% hits;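 active = inhibition above the screen-wide mean plus 3 SD, limit set per campaign, cut at about 26% in these data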;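 also: 0% = LYPLA2 with DMSO and 100% = wells lacking LYPLA2 enzyme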
PAD4 inh: blocks human protein arginine deiminase 4; AID 485272; 330,000 compounds, 0.41% hits; recombinant PAD4, RCA probe fluorescence polarization; inhibition, % at 6.36 µM;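 active = percent inhibition above a cutoff equal to the mean of all tested compounds plus 3 SD, cut at about 15% in these data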;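 also: 0% = PAD4 with RCA probe and DMSO and 100% = probe without PAD4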
Target sequence (Q9UM07 whole entry, looked up): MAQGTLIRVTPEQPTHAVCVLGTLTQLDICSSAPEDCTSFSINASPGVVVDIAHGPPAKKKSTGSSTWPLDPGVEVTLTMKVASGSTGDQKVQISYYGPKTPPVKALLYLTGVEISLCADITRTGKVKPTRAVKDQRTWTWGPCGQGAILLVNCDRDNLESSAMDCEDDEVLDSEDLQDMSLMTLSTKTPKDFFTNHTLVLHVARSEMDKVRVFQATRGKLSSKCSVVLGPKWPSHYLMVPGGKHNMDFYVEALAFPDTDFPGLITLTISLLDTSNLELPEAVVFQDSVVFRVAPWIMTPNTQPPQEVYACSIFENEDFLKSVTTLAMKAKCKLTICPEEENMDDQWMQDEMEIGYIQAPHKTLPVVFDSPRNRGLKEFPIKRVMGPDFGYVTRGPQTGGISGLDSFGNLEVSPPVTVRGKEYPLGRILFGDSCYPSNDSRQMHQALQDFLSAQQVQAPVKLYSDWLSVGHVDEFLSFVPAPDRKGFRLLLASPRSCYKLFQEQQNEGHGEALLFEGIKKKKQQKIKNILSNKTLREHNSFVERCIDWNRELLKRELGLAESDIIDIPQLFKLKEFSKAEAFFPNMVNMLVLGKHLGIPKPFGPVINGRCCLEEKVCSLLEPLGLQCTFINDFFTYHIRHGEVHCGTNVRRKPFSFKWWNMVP
PAFAH2 inh: inhibitors of human PAFAH2 | 340,000 compounds, 0.99% hits | recombinant PAFAH2, FP-rhodamine activity probe, fluorescence polarization | Q99487 | inhibition, % at 3.39 µM;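 active = inhibition above the mean over all tested compounds plus 3 SD, cut at about 30% in these data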;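 also: inhibitors block probe labeling of enzyme so polarization drops; 0% = enzyme with DMSO and 100% = wells lacking PAFAH2 protein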
Starred values were filed as active, the others as inactive; nt = no result given. A portion of the library; the hit share may differ from the screen's.

SMILES | PAFAH1B3 inh | PAFAH1B2 FP inh | LYPLA1 counter | PREPL inh | GSTO1 counter | pPAFAH inh | LYPLA2 inh | PAD4 inh | PAFAH2 inh
CCCn1c(SCC(=O)Nc2ccccc2C(=O)OC)nc2c1c(=O)n(C)c(=O)n2C | -2.9 | 5.0 | -0.4 | 16.2 | -3.3 | 0.2 | 0.6 | 2.2 | -2.0
Cn1cc(CN2CCN(c3ncccn3)CC2)c(-c2cccc(Cl)c2)n1 | -2.8 | 0.8 | 0.6 | 3.3 | -0.4 | 0.5 | 0.0 | -3.4 | 3.0
C/C(=N\N=C1\NC(=O)CS1)c1cccs1 | -2.2 | 4.7 | -1.1 | -5.5 | 10.0 | -0.8 | 0.9 | 2.8 | 2.8
COC(=O)c1cccc(N(C(=O)CNC(=O)c2cccs2)C(C(=O)NCC2CCCO2)c2ccc(OC)c(OC)c2)c1 (stereo unspecified) | 7.3 | 6.5 | -2.8 | -6.5 | 3.1 | 4.6 | 0.1 | -6.2 | -9.5
COC(=O)c1ccc(Cn2c(O)c(N=O)c3ccccc32)o1 | -7.6 | -12.4 | -8.2 | -6.5 | 0.8 | -4.7 | -16.9 | -0.1 | -15.6
O=C(Nc1ccc(Cl)c(S(=O)(=O)N2CCOCC2)c1)C1CCC1 | 5.8 | 4.3 | 0.1 | 1.5 | nt | 2.4 | 0.2 | -1.7 | 2.4
c1csc(CNc2ncnc3nc[nH]c23)c1 | 2.2 | 4.6 | -2.7 | -1.2 | 1.0 | 1.8 | -0.9 | -4.5 | 4.4
Cc1c(Cl)cccc1NC(=O)Cn1cccc1 | 3.1 | 6.3 | -1.2 | 12.0 | 0.0 | -4.7 | 4.3 | -4.3 | 5.3
CCOc1ccc(S(=O)(=O)N(C)CC(=O)NCc2ccc3c(c2)OCO3)cc1 | -6.1 | 4.8 | 2.4 | -15.3 | 1.8 | 0.7 | 4.5 | 0.9 | -7.2
Cc1nn(Cc2c(F)c(F)c(F)c(F)c2F)c(C)c1NC(=O)c1c([N+](=O)[O-])c(C)nn1C | 0.6 | 0.6 | 1.5 | 12.9 | -3.8 | -0.7 | 0.9 | 7.8 | -0.2
CCOCCn1ccc2c(OCC(=O)Nc3cc(OC)ccc3OC)cccc2c1=O | 3.2 | 5.5 | -2.5 | 17.5 | -5.0 | 4.4 | 1.6 | -1.4 | -5.4
CC(C)(C)SCCNC(=O)CN(c1ccc(F)cc1)S(C)(=O)=O | 1.1 | 3.6 | 0.7 | 11.9 | 4.6 | 1.9 | -2.5 | 4.6 | -1.4
COc1ccc(N2CCN(C(=O)CCN3C(=O)c4ccccc4S3(=O)=O)CC2)cc1 | 5.8 | 1.1 | -0.6 | 17.8 | 3.9 | 5.8 | 34.4* | -2.0 | 0.3
CCNC(=S)Nc1ccccc1-c1ccccc1 | 7.5 | 0.0 | 0.6 | 2.8 | 4.4 | -1.3 | 1.7 | -1.7 | -3.6
CCCCNc1c(-c2ccc(SC3CCCCC3)c(OC)c2)nc2ccc(C)cn12 | 8.7 | 8.1 | nt | 29.5 | nt | 17.6 | nt | -1.2 | 7.8
CN(c1ccc(C(=O)NCc2cccnc2)cc1)S(=O)(=O)c1ccc(Cl)cc1 | 2.8 | 10.3 | -0.4 | -3.5 | 2.6 | -1.8 | 0.1 | -2.5 | 8.4
N#C/C(=N\Nc1cccc([N+](=O)[O-])c1)C(=O)c1ccc(Br)cc1 | 23.7 | 14.3 | 13.3 | 23.2 | 23.5 | 59.9* | 7.1 | -3.9 | 34.7*
COCCN(CCOC)C(=O)CCn1c(=O)oc2ccccc21 | 7.8 | 9.4 | -2.2 | -0.3 | 2.0 | -0.2 | -2.4 | -1.4 | -1.8
Cc1nn(Cc2ccccc2Cl)c(Cl)c1C(=O)NCCc1ccccc1 | 1.7 | 0.1 | -6.0 | -0.2 | -1.7 | 0.8 | -3.4 | -3.0 | 6.9
O=C(NCC(=O)N1CCCCC1)c1ccc(Br)o1 | 3.9 | -0.7 | -1.4 | 3.5 | 0.2 | -0.8 | -1.0 | -6.4 | 0.0
COCCn1c(C)cc(C(=O)COC(=O)c2ccc[nH]c2=O)c1C | 2.0 | 0.1 | -4.3 | -4.1 | 3.9 | -3.7 | -3.8 | 5.0 | -1.1
Brc1cc2c(cc1Br)OCCOCCOCCOCCO2 | 7.7 | 1.3 | -0.7 | 4.0 | 6.0 | 3.9 | -1.7 | -2.9 | -0.7
CN(C)C(=S)NC(=O)c1cccc(Cl)c1 | 3.1 | 3.1 | 4.2 | 18.4 | 2.5 | -3.2 | 1.3 | -3.0 | -2.9
O=C(c1ccco1)N(Cc1cc2ccccc2[nH]c1=O)C1CCCCC1 | 5.6 | 11.1 | -3.5 | -8.3 | -2.6 | 9.4 | -0.3 | -0.6 | 9.8
COc1ccc(-n2nnnc2SCC(=O)c2ccc(O)c(O)c2)cc1 | 9.4 | 12.0 | -1.7 | -3.1 | 30.8 | 29.8* | 8.2 | 1.4 | 28.6

Later entries:
SMILES | PAFAH1B3 inh | PAFAH1B2 FP inh | LYPLA1 counter | PREPL inh | GSTO1 counter | pPAFAH inh | LYPLA2 inh | PAD4 inh | PAFAH2 inh
CCc1ccc(OCC(=O)NNC(=O)c2cc3ccccc3o2)cc1 | -0.2 | -2.4 | -1.1 | -1.1 | -5.5 | 0.5 | 6.2 | -5.0 | -5.7
COc1cc(OC)cc(C(=O)N[C@H](C(=O)NCc2ccc(F)cc2)C(C)C)c1 | 10.3 | -1.8 | 1.6 | -0.1 | 3.0 | 0.7 | -10.1 | -4.2 | 4.0
COc1ccccc1N1CCN(C(=O)c2ccc3c(=O)n(Cc4ccc5c(c4)OCO5)c(=O)[nH]c3c2)CC1 | 0.8 | 2.0 | -7.3 | 5.4 | 16.7 | -4.5 | -5.6 | -2.0 | 1.4
COCCNC(=S)N1CCc2cc(OC)c(OC)cc2C1COc1ccc(C(C)C)cc1 (stereo unspecified) | -0.3 | 1.0 | -0.9 | 3.0 | -1.1 | 11.1 | 1.9 | -1.9 | -8.3
O=C(Nc1ccn(Cc2ccccc2)n1)c1n[nH]c([N+](=O)[O-])c1Cl | 3.4 | 3.7 | 1.0 | 1.5 | -29.5 | -0.9 | -9.1 | -0.1 | -0.7
O=C(Cn1c(=O)sc2ccccc21)NCc1ccco1 | -0.7 | 3.5 | 4.5 | -5.1 | 1.4 | 2.0 | 2.3 | -1.8 | -2.1
CC(=O)/C(=C/c1ccc(N(C)C)cc1)C(=O)c1ccccc1 | 3.3 | 8.5 | -1.9 | -4.7 | 4.1 | 5.8 | 2.1 | 0.1 | 7.2
COCCNC(=O)c1ccc2c3n(nc2c1)-c1ccc(Cl)cc1CO3 | 4.7 | 3.1 | -3.1 | 8.9 | -7.3 | -3.1 | -0.6 | -10.3 | -7.8
CCN(CC)S(=O)(=O)c1ccc(N2CCOCC2)c(NC(=O)c2cnccn2)c1 | -5.5 | -1.5 | -0.8 | 17.0 | 5.7 | 2.4 | 1.7 | 5.2 | 8.6
CCC(C)(C)NC(=O)C(c1ccc(OC)cc1)N(Cc1ccc(OC)cc1)C(=O)CCC(=O)Nc1cc(C)on1 (stereo unspecified) | 2.9 | -3.4 | -3.5 | 0.4 | 4.3 | 4.1 | -4.2 | -5.1 | 2.5
CC(=O)Nc1c(C(=O)C2CC2)oc2ccccc12 | 1.6 | 4.5 | -2.0 | -1.3 | -1.1 | 3.0 | -1.7 | -2.3 | 1.2
O=C(O)CCc1ccc(-c2ccc(F)cc2)n1CC1CCCO1 (stereo unspecified) | 0.9 | 8.9 | -0.3 | 8.3 | 1.8 | 4.2 | 1.0 | -0.4 | 1.8
CCOc1cc(/C=N/NC(=O)c2c(-c3ccccc3)noc2C)ccc1O | 2.3 | -1.1 | -3.1 | 2.1 | 7.3 | 0.0 | -5.9 | 5.3 | 1.7
Cc1coc2c(C)c3oc(=O)c(CCC(=O)N4C[C@H]5C[C@@H](C4)c4cccc(=O)n4C5)c(C)c3cc12 | 9.2 | -2.0 | -3.6 | -1.2 | 3.3 | 8.2 | -0.3 | -1.3 | 1.6
COc1ccc(OC)c(C2C3=C(N=C4SCC(=O)N42)c2ccccc2CC3)c1 (stereo unspecified) | -6.6 | -0.8 | -0.5 | 12.0 | -16.2 | 6.4 | -5.3 | -7.3 | 1.9
O=c1c2ccccc2c(C=Nc2cccc(S(=O)(=O)NCc3ccco3)c2)c(O)n1-c1ccc(Cl)cn1 | -12.7 | -5.5 | -16.1 | 5.6 | 3.7 | -1.6 | -24.8 | 2.3 | -18.8
Cc1nnc(NC(=O)CCC(=O)NCc2ccco2)s1 | 0.6 | -1.1 | -2.8 | 10.2 | -2.6 | -9.5 | 1.1 | 3.0 | 0.2
Cn1c(Cc2ccccc2)nnc1SCC(=O)N1CCCCC1 | 5.0 | -5.0 | -1.7 | -0.5 | 0.6 | 4.2 | 0.6 | -2.2 | 1.3
CSc1ccccc1C(=O)N1CCC(CCC(=O)NC2CC2)CC1 | 7.8 | 1.7 | -2.2 | -8.8 | 3.4 | -0.4 | -3.2 | -1.9 | -4.1
N#C/C(=C\N1CCOCC1)c1ccccc1 | 3.0 | -2.6 | 0.2 | 22.7 | -2.3 | 1.3 | 0.3 | 4.3 | -1.9
c1ccc(Cn2nnc3c(NCc4ccc5c(c4)OCO5)nc(C4CC4)nc32)cc1 | -0.6 | 1.4 | -3.4 | -4.2 | 1.2 | 3.5 | -9.7 | -0.6 | 3.1
O=C(c1cccs1)N1CCCC(N2CCN(c3cccc(C(F)(F)F)c3)CC2)C1 (stereo unspecified) | 7.9 | 2.4 | 2.4 | -0.1 | 3.2 | 2.4 | 14.8 | -4.4 | 5.3
O=[N+]([O-])c1ccccc1CNC1CCCc2ccccc21 (stereo unspecified) | 5.7 | -2.1 | -2.4 | -5.2 | 1.7 | 0.9 | -0.8 | 0.2 | -9.1
Nc1nc(COC(=O)C2CCN(C(=O)c3ccc(Cl)cc3)CC2)nc(Nc2ccccc2)n1 | 3.5 | 0.7 | -0.1 | 5.0 | nt | 8.4 | -1.2 | 1.0 | -1.8
O=C(COC(=O)c1cc(S(=O)(=O)N2CCOCC2)c(Cl)cc1Cl)NCc1ccco1 | 5.1 | 3.8 | nt | 11.8 | nt | 2.1 | nt | 4.7 | 4.9
O=C(Nc1cccc(S(=O)(=O)NC2=NCCC2)c1)c1ccc(OC(F)F)cc1 | 4.7 | -3.8 | -1.2 | 9.7 | nt | -2.6 | -4.0 | 2.1 | -2.9
Cc1cc(C)cc(NC(=S)NN)c1 | 8.4 | 2.9 | -0.5 | -1.3 | 1.2 | 5.2 | -0.3 | -4.3 | 0.0
CCOc1ccc(CNC(=O)c2cccc(NC(=O)C3=C(C)OCCS3)c2)cc1 | 1.7 | 6.8 | 1.5 | 6.1 | -2.4 | 13.4 | 9.1 | 5.7 | 1.4
Cc1nn(C)c(C(=O)Nc2ccc(Br)cc2F)c1Br | 8.8 | -0.8 | -2.8 | -3.9 | 3.2 | 6.2 | 3.8 | 0.3 | -2.3

Quoted at random: 2 entries already listed, in no set order.
SMILES | PAFAH1B3 inh | PAFAH1B2 FP inh | LYPLA1 counter | PREPL inh | GSTO1 counter | pPAFAH inh | LYPLA2 inh | PAD4 inh | PAFAH2 inh
COCCNC(=O)c1ccc2c3n(nc2c1)-c1ccc(Cl)cc1CO3 | 4.7 | 3.1 | -3.1 | 8.9 | -7.3 | -3.1 | -0.6 | -10.3 | -7.8
O=[N+]([O-])c1ccccc1CNC1CCCc2ccccc21 (stereo unspecified) | 5.7 | -2.1 | -2.4 | -5.2 | 1.7 | 0.9 | -0.8 | 0.2 | -9.1
